Screening data from PubChem BioAssay.
Mtb RmlCD inh = M. tuberculosis RmlC/RmlD coupled enzyme inhibitors, primary screen, biochemical, compound mixtures, 384-well, from 1536-well plates | actives 0.03% (n = 160,000) | dTDP-4-dehydrorhamnose reductase (Mycobacterium tuberculosis (strain ATCC 25618 / H37Rv)) … | RmlC+RmlD coupled enzyme assay, percent inhibition; primary screen in compound mixtures | inhibition, % at 3.6 µM; in the data active = inhibition mostly above about 34%, no sharp cut-off; inconclusive = no clear call, values can overlap the other calls; inactive = mostly below about 22%; note: some results filed as inactive read as strong as hits
Target sequence (P9WH09 whole entry, looked up): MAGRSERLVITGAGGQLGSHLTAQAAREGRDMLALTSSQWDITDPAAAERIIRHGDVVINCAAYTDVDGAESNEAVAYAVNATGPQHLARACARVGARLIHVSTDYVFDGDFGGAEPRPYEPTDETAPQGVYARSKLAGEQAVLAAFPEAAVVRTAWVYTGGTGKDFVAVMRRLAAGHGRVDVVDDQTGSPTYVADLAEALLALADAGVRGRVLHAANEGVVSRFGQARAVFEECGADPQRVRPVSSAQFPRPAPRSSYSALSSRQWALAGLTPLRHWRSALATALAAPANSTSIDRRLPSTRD
Target sequence (P9WH11 whole entry, looked up): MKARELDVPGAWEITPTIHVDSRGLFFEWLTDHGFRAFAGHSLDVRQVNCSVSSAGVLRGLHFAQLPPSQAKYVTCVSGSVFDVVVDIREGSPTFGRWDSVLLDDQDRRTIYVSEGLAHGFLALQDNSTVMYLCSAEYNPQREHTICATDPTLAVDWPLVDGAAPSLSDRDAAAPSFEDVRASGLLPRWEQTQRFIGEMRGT
M. tuberculosis GlmU = inhibition of mycobacterial GlmU enzyme – biochemical, glucosamine-1-phosphate acetyltransferase (AID 1376); inhibition, %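 (tested at 30 µM in the primary screen)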, or IC50 in µM where a hit was titrated; Bifunctional protein GlmU (Mycobacterium tuberculosis (strain ATCC 25618 / H37Rv)); M. tuberculosis GlmU acetyltransferase enzyme assay; higher % means a stronger effect; actives 0.25% (n = 220,000); in the data active = inhibition above about 13%; inconclusive = no clear call, values can overlap the other calls;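 note: 0% = complete reaction with vehicle and 100% = reaction without substrate; strong numbers were not always called active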
Active calls of the source: *; ? = inconclusive; . = no result given; & = joins results of further samples. This is a subset; rates above refer to the full screens.

SMILES | Mtb RmlCD inh | M. tuberculosis GlmU
O=C(NC1CC1)C1Nc2ccc(OC(F)(F)F)cc2C2C=CCC12 (stereo unspecified) | . | -0.2%
CC1CCN(C2=C(NS(=O)(=O)c3ccc(Cl)cc3)C(=O)c3ccccc3C2=O)CC1 | -16.9 | -3.0%
CC(Nc1cc(N2CCNCC2)ccc1[N+](=O)[O-])c1ccccc1 (stereo unspecified) | . | -1.4%
COC(=O)c1nc(NC(=O)c2ccc(F)cc2)n[nH]1 | -10.3 | 2.4%
O=C(NCCCl)NNC(=O)c1cc2ccccc2cc1O | 5.9 | 1.4%
Cc1cc(NC(=O)CCC(=O)N(c2cccc(F)c2)C(C(=O)NC2CCCC2)c2ccncc2)no1 (stereo unspecified) | 6.2 | -4.6%
Cc1ccc(NC(=O)C2(c3ccccc3)CCOCC2)c([N+](=O)[O-])c1 | -5.8 | -8.9%
CC(=O)Nc1ccccc1OCCOc1ccc(Br)cc1 | -3.0 | 1.9%
Cn1c(SCC(=O)N2CCOCC2)nc2sc3c(c2c1=O)CCCC3 | . | -0.5%
O=C(COC(=O)c1cncc(Br)c1)Nc1nc(-c2ccc(F)cc2)cs1 | -0.9 | .
CN(C)c1ccc(-c2nnn(CC(=O)Nc3ccccc3N3CCOCC3)n2)cc1 | 18.8 | .
Cc1c(-c2ccc(Br)cc2)[n+](=O)c2c(n1[O-])CCCCC2 | -8.0 | 4.5%
CN(Cc1ccc(OCC(O)CN(C)Cc2ccccc2)cc1)Cc1nccn1C (stereo unspecified) | 7.1 | -4.1%
Cc1ccccc1C1C(C#N)=C2NC(=O)c3c(sc4c3CCCCC4)N2C2=C1C(=O)CC(C)(C)C2 (stereo unspecified) | -7.5 | .
Cc1ccc(NS(=O)(=O)c2ccc(C)c(C(=O)N3CCN(C)CC3)c2)cc1 | . | -2.0%
O=C(NCc1ccco1)C12CC3CC(CC(C3)C1)C2 | . | -2.3%
O=C(Nc1ccccc1Cl)O/N=C/c1ccncc1 | . | 2.6%
Cc1ccsc1C(=O)C1CCCN(Cc2sc(N(C)C)nc2Cl)C1 (stereo unspecified) | -4.2 | -7.3%
O=C(NNC(=O)C1CCN(S(=O)(=O)c2ccc(Cl)cc2)CC1)c1ccc(Cl)cc1 | . | 9.9%
S=C(NCc1ccc(Cl)cc1Cl)Nc1ccccc1 | . | 1.1%
CCOC(=O)CCC(=O)O[C@H]1[C@H](O[C@@H]2[C@@H](C)[C@H](O[C@H]3C[C@@](C)(OC)[C@@H](O)[C@H](C)O3)[C@@H](C)C(=O)O[C@H](CC)[C@@](C)(O)[C@H](O)[C@@H](C)C(=O)[C@H](C)C[C@@]2(C)O)O[C@H](C)C[C@@H]1N(C)C | . | 2.7%
COC(=O)[C@H](CCSC)NC(=O)N1CCN(Cc2ccccc2)CC1 | -5.3 | 6.0%
COc1ccc(Oc2cccc(Cl)c2CNC(=O)CSCC(=O)O)cc1 | . | 2.9%
CCc1nnc(NC(=O)CSc2nnc(-c3ccco3)n2CCOC)s1 | . | 6.5%
COc1ccc(-n2cnnc2SCCC#N)cc1 | -8.9 | 3.6%

(further entries)
SMILES | Mtb RmlCD inh | M. tuberculosis GlmU
C#C[C@]1(O)CC[C@H]2[C@@H]3CCC4=CC(=O)CC[C@@H]4[C@H]3CC[C@@]21C | . | 0.1%
OC1NC(=S)N(c2ccccc2)C1O (stereo unspecified) | -11.2 | 2.9%
CCN(CC)C(=O)COc1cc(C)cc2oc(=O)cc(-c3ccccc3)c12 | 7.5 | 0.2%
Cc1cc(C)cc(NC(=O)CSc2nc(N)c(NC(=O)c3cccs3)c(=O)[nH]2)c1 | . | 1.1%
O=C(CN1CCN(S(=O)(=O)c2ccc(F)cc2)CC1)Nc1ccc(Cl)c(C(F)(F)F)c1 | 8.1 | .
O=C(N/N=C/c1c(Nc2cccc(C(F)(F)F)c2)nc2ccccn2c1=O)c1ccccc1[N+](=O)[O-] | 4.9 | -2.4%
O=C(CCn1cccc1)Nc1nccs1 | . | 3.9%
CCOC(=O)c1c(C)[nH]c(C)c1C(=O)COC(=O)c1nc2nccc(C)n2n1 | 5.6 | -5.5%
C=CCNC(=S)/N=C/c1c(O)[nH]c(=O)[nH]c1=O | -8.0 | 5.2%
O=C(NCCCN1CCOCC1)C(=O)NCc1ccccc1Cl | -12.0 | .
Cc1nn(Cc2ccccc2Cl)c(Cl)c1C(=O)OCC(=O)NCc1ccco1 | -8.1 | 2.1%
O=C(NCCCn1ccnc1)C(=O)NCC(c1cccnc1)N1CCN(c2ccccc2)CC1 (stereo unspecified) | . | 1.3%
COCCOC(=O)c1c(C)n(C)c2ccc(OC(=O)c3ccco3)cc12 | -7.2 | -7.8%
COc1ccc(NC(=S)NNC(=S)Nc2cccc(C(F)(F)F)c2)cc1 | -1.8 | .
CCOc1ccc(CN2CCN(Cc3ccsc3)C(CCO)C2)cc1CO (stereo unspecified) | -6.8 | 11.1%
O=c1[nH]c(=O)n(C(c2ccccc2)c2ccccc2)cc1Br | 2.9 | 5.6%
Cc1ccc(S(=O)(=O)N(c2cccc(C(F)(F)F)c2)C2C=CS(=O)(=O)C2)cc1 (stereo unspecified) | . | 1.9%
CCc1ccc(C(C)NC(=O)/C(C#N)=C\c2cn[nH]c2-c2ccccc2)cc1 (stereo unspecified) | 8.2 | 1.1%
Cc1ccc(NCc2ccccc2OCc2ccccc2F)cc1 | . | 0.1%
Cc1nc(N2CCN(C(=O)c3ccco3)CC2)c2c3c(sc2n1)CCCC3 | . | -0.4%
C/C(=N\OC(=O)c1ccc(F)cc1)c1ccc(F)c(F)c1 | 7.6 | -3.7%
O=c1[nH]c2ccccc2c2nc(-c3cccc(S(=O)(=O)N4CCCC4)c3)nn12 | 5.2 | 0.1%
COCCN(CCOC)CC(O)COC(c1ccccc1)c1ccccc1 (stereo unspecified) | -16.9 | 2.8%
CC1(C)CN(c2ccsc2C(=O)O)C1=O | 3.4 | -1.9%
Cc1cccc(N2C(=O)C(O)=C(C(=O)c3cccs3)C2c2ccc(F)cc2)n1 (stereo unspecified) | -3.8 | 1.6%

A second format for two compounds above.
Below each compound: Mtb RmlCD inh	M. tuberculosis GlmU
- O=C(CN1CCN(S(=O)(=O)c2ccc(F)cc2)CC1)Nc1ccc(Cl)c(C(F)(F)F)c1
    8.1	.
- O=C(N/N=C/c1c(Nc2cccc(C(F)(F)F)c2)nc2ccccn2c1=O)c1ccccc1[N+](=O)[O-]
    4.9	-2.4%

Next section.
SMILES | Mtb RmlCD inh | M. tuberculosis GlmU
C/C(=N\NC(=O)c1ccccc1)c1ccc(C)c([N+](=O)[O-])c1 | -6.8 | 5.9%
Cc1cc(-n2cnc(-c3cn[nH]c3C)n2)no1 | -5.6 | 3.7%
Cc1ccc(-n2nc(C(=O)O)c3ccccc3c2=O)cc1C | . | 1.1%
CCOC(=O)N1CCN(C(=O)Cc2ccsc2)CC1 | 2.7 | 0.7%
Cc1cc2cc3c(cc2nc1SCC(=O)Nc1c(C)cccc1C)CCC3 | 43.2 | 0.2%
CCc1ccc(-n2c(O)cnc2Nc2nc(C)cc(C)n2)cc1 | -8.9 | 0.8%
COc1cc(CNCCc2ccc(S(N)(=O)=O)cc2)ccc1OCC(=O)NC1CCCCC1 | 11.2 | -0.8%
Cc1cc(=O)n2nc(N3CCC(C(=O)NC4CCCc5ccccc54)CC3)sc2n1 (stereo unspecified) | -6.4 | -3.4%
O=C(COc1ccc(S(=O)(=O)N2CCCC2)cc1Cl)NC1CC1 | 15.7 | -0.1%
Nc1ccc2nc(C(F)(F)F)[nH]c2c1 | 0.3 | 7.4%
COc1ccc(S(=O)(=O)NCc2ccccn2)cc1 | 6.6 | 6.8%
O=C(CSc1cccc2cccnc12)N/N=C/c1cccnc1 | -1.2 | -2.5%
O=[N+]([O-])c1ccc(/C=N/n2cnc3ccccc32)s1 | 9.8 | -0.7%
CCOc1ccc(Nc2oc(-c3cccc(Cl)c3)nc2C#N)cc1 | 7.4 | 2.9%
O=C(c1cc(C(=O)NCc2ccccc2)c(=O)n(Cc2ccccc2)c1)c1cc(Cl)ccc1O | 3.2 | -0.4%
COC(=O)c1cc2ccccc2c(-c2c(O)ccc3ccccc23)c1O | -9.6 | 3.6%
CN1C(=O)CSc2ccc(NC(=O)Nc3ccccn3)cc21 | . | -2.2%
Cc1nn(-c2ccccc2)c(N)c1C(O)(CC(=O)C(F)(F)F)C(F)(F)F (stereo unspecified) | . | -3.3%
CS(=O)c1nc(-c2ccc(Br)cc2)cc(-c2ccccc2)c1C#N (stereo unspecified) | -0.8 | 7.9%
COc1ccc(-c2nc3c(n2O)CCCC3=O)cc1OC | 67.6 | -0.7%
CC(OC(=O)c1ccccc1O)C(=O)Nc1cccc(Cl)c1 (stereo unspecified) | -11.1 | -1.2%
O=C(CNC1CCCC1)Nc1ccc(N2CCCCCC2)cc1 | 7.1 | -0.8%
Cc1cc(NC(=O)CC#N)n(-c2nc3ccccc3[nH]2)n1 | 3.2 | .
CC(C)CN(CC(C)C)C(=O)Cc1coc2ccc3ccccc3c12 | 2.5 | 2.1%
Cc1ccc(CCNC(=O)C2CCN(S(=O)(=O)c3cccc4nsnc34)CC2)cc1 | . | 2.8%

Later entries.
SMILES | Mtb RmlCD inh | M. tuberculosis GlmU
CCOC(=O)c1c(/N=C/N(C)C)sc(C=O)c1-c1ccccc1 | 7.6 | 3.8%
CCCCCCCOc1ccc(-c2ccc(C#N)cn2)cc1 | 4.3 | 1.2%
O=C1NN(c2ccc(F)cc2)C(=O)/C1=C/c1cccs1 | 6.1 | -0.2%
CCCCCNCc1ccc(Cl)cc1 | -0.2 | 3.2%
O=C(O)CSc1cc(C(F)(F)F)nc(-c2ccccn2)n1 | -3.3 | -4.5%
Cc1ccccc1-n1nnc2c(=O)oc3ccccc3c21 | -12.9 | 2.3%
CC(C)CN1CCN(Cc2cccc3c2OCO3)CC1CCO (stereo unspecified) | -5.1 | -1.7%
CCCOC(=O)c1cc2ccccc2oc1=O | 9.0 | 4.5%
CC(C)CNC(=O)C1Nc2ccc(OC(F)(F)F)cc2C2C=CCC12 (stereo unspecified) | . | -2.9%
c1ccc(-c2n[nH]c(-c3ccccn3)n2)nc1 | -10.9 | 3.5%&7.3%
CN(C)c1ccc(/C=C/C(=O)c2cc(Cl)ccc2O)cc1 | 2.0 | 5.1%
S=C1N(c2ccccc2)CN(C2CCCCC2)CN1c1ccccc1 | -5.0 | -4.4%
CCCNC(=O)/C=C/c1ccc(C(C)C)cc1 | -10.4 | -0.7%
Cc1ccc(S(=O)(=O)N(CC(=O)NCc2ccco2)Cc2ccc(F)cc2)cc1 | ? | -0.8%
CCOc1ccc(Nc2nc3ccccc3n3cnnc23)cc1 | . | -0.9%
O=C(c1n[nH]c(=O)c2ccccc12)N1CCOCC1 | 5.3 | 2.7%
N#Cc1cc2c(nc1SCC(N)=O)CCCCC2 | 4.0 | -0.2%
COc1ccc(NC(=O)Cc2c(O)c3ccccc3[nH]c2=O)cc1 | 7.3 | 2.3%
CCN(CC)C(=O)c1ccc(-c2ccccc2)cc1 | . | 3.0%
CS(=O)(=O)c1ccc(C(=O)NC2CCOC2=O)cc1 (stereo unspecified) | -1.3 | -1.5%
CN(C)c1cc[n+](CC(=O)Nc2ccc(OC(F)F)cc2)cc1 | 3.6 | -1.1%
O=C(N/C(=C/c1cccnc1)C(=O)N1CCOCC1)c1ccco1 | -9.1 | 2.5%
COc1cccc(NC(=S)N(Cc2ccc(C)cc2)Cc2ccccn2)c1 | -0.8 | -1.1%
CC(=N\Nc1ccccc1)/C(=N/O)C(=O)Nc1ccccc1 | -3.4 | 1.5%
Cc1cc(C)n2nc(C(=O)N3CCN(Cc4ccc5c(c4)OCO5)CC3)nc2n1 | -2.3 | 4.6%

Molecules listed so far that contain a COOH group, in the order listed:
SMILES | Mtb RmlCD inh | M. tuberculosis GlmU
COc1ccc(Oc2cccc(Cl)c2CNC(=O)CSCC(=O)O)cc1 | . | 2.9%
CC1(C)CN(c2ccsc2C(=O)O)C1=O | 3.4 | -1.9%
Cc1ccc(-n2nc(C(=O)O)c3ccccc3c2=O)cc1C | . | 1.1%
O=C(O)CSc1cc(C(F)(F)F)nc(-c2ccccn2)n1 | -3.3 | -4.5%

3 of these compounds, set out differently:
Values run as follows: Mtb RmlCD inh | M. tuberculosis GlmU
COc1cccc(NC(=S)N(Cc2ccc(C)cc2)Cc2ccccn2)c1
→ -0.8 | -1.1%
CC(=N\Nc1ccccc1)/C(=N/O)C(=O)Nc1ccccc1
→ -3.4 | 1.5%
Cc1cc(C)n2nc(C(=O)N3CCN(Cc4ccc5c(c4)OCO5)CC3)nc2n1
→ -2.3 | 4.6%

Next section:
SMILES | Mtb RmlCD inh | M. tuberculosis GlmU
COc1ccccc1N(CC(=O)Nc1cc(C)on1)S(=O)(=O)c1cccs1 | . | 6.2%
Oc1cccc(C(O)CNCc2ccc(-c3ccccc3)cc2)c1 (stereo unspecified) | -7.0 | -8.0%
COc1ccc(C(C)=O)cc1COC(=O)c1c(C)noc1C | -10.4 | 0.0%
C/C(N)=C(/C#N)C(=O)CSc1nnc(Nc2cccc(C)c2)s1 | . | 0.9%
CCn1c(=O)c(=O)[nH]c2cc(C(=O)N3CCN(Cc4ccc5c(c4)OCO5)CC3)ccc21 | 2.7 | 1.2%
c1ccc2c(-c3ccncc3)c[nH]c2c1 | . | -2.6%
Cc1ccc(NC(=O)c2ccccc2NC(=O)Cc2ccccc2)cc1 | 2.3 | 4.8%
